# High-throughput results deposited in PubChem BioAssay by National Center for Advancing Translational Sciences (NCATS).
# Anesthetic bind: binds horse apoferritin like a general anesthetic | P02791 | apoferritin/1-aminoanthracene competitive binding, fluorescence | AID 485281 | 350,000 compounds, 0.074% hits | Potency, µM (series often up to 77.5 µM), for the others: at the highest dose activity change, negative = displacement, most hits filed as inhibitors; further: on the % scale 0 is the no-effect control and ±100 the full control effect; nearly all actives have a fitted effect of over 20% in size
#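 Horse-spleen apoferritin (10 uM) in 50% saturated 1-aminoanthracene in PBS was incubated 10 min at room temperature with compound. Fluorescence (ex 380, em 535 nm) was normalized to free and bound 1-AMA, with concentration-response fitted by a four-parameter Hill equation.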
# Pol iota inh: blocks human DNA polymerase iota activity; 390,000 compounds, 1% hits; Pol iota fluorescent replication assay, 10 min; Potency, µM (series often up to 115 µM), for inactives: top-dose activity, negative = inhibition, usual class: inhibitors; AID 588590
# Target sequence (Q9UNA4 whole entry, looked up): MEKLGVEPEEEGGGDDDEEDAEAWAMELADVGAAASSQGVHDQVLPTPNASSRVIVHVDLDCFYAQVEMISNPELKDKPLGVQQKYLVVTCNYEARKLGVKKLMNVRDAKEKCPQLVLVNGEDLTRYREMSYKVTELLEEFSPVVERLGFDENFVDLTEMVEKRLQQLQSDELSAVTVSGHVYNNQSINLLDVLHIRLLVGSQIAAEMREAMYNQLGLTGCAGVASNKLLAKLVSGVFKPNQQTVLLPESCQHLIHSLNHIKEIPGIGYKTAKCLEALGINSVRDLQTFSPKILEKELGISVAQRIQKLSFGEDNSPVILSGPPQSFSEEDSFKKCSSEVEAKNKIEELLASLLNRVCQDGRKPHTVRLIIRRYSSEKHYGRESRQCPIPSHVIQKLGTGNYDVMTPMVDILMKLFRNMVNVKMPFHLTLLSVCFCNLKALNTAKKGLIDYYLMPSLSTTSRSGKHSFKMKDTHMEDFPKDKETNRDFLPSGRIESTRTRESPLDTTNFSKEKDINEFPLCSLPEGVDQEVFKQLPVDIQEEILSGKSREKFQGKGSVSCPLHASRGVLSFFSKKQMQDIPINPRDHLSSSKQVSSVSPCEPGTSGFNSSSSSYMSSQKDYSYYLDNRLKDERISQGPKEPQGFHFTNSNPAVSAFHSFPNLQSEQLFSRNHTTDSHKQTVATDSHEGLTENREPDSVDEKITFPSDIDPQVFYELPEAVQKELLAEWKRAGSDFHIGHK
#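 Fluorescent replication assay read twice, at 0 min and 10 min after adding 50 nM (final) substrate. Enzyme (10 nM) and compounds were first incubated 15 min at room temperature; enzyme-free buffer wells were negative controls.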
# POLB inh: DNA polymerase beta (human) inhibition; Potency, µM (series often up to 114 µM), inactives show at the top dose activity change, negative = inhibition, hits mostly inhibitors; Pol beta primer extension/strand displacement, fluorescence kinetic; 340,000 compounds, 1.3% hits; further: on the % scale 0 is the no-effect control and ±100 the full control effect
#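 Pol beta (10 nM) and compounds were preincubated 15 min at room temperature, then 50 nM substrate (final) started primer extension/strand displacement. Reads were taken at 0 and 10 min; concentration-response data were fitted to a four-parameter Hill equation.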
# Pol kappa inh: blocks human DNA polymerase kappa activity; Q9UBT6; purified Pol kappa, fluorescent DNA synthesis assay, 10 min; Potency, µM (highest dose often 107 µM), for inactives: at the highest dose activity, negative = inhibition, most hits filed as inhibitors; 400,000 compounds, 0.53% hits; AID 588579; further: on the % scale 0 is the no-effect control and ±100 the full control effect
#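 Fluorescent qHTS in 1536-well format: enzyme (10 nM) and compound sat 15 min at room temperature before 50 nM substrate (final) was added. Signal taken at 0 and 10 min; no-enzyme buffer wells were negative controls.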
# G9a inh: blocks human histone lysine methyltransferase G9a. Q96KQ7. G9a H3K9 monomethylation, AlphaScreen, 2 h. Potency, µM (titrated, usually from 102 µM), inactives show at the highest dose activity, negative = inhibition, most hits filed as inhibitors. 350,000 compounds, 8.8% hits. AID 504332; further: on the % scale 0 is the no-effect control and ±100 the full control effect; nearly all actives have a fitted effect of over 75% in size
# Target sequence (Q96KQ7 913-1193 limits assumed): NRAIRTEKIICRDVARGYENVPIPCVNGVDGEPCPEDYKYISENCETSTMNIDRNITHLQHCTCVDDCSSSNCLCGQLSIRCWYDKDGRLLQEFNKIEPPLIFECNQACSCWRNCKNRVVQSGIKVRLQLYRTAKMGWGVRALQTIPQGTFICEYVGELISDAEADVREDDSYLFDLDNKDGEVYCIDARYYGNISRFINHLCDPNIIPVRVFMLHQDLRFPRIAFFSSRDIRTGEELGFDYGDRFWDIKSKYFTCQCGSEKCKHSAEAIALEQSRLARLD
#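 G9a (20 nM) was preincubated 15 min with compound, then reacted 2 h at room temperature with 500 nM biotin-H3K9 peptide and 20 µM SAM. Monomethyl-H3K9 detected by AlphaScreen using anti-H3K9me1 antibody.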
# APEX1 inh: APE1 (human) endonuclease inhibition; recombinant APE1, TAMRA/BHQ-2 abasic DNA cleavage fluorescence; Potency, µM (doses to about 65.8 µM), without a hit: at the top dose activity change, negative = inhibition, usual class: inhibitors; AID 2517; 350,000 compounds, 0.35% hits;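 further: plate controls were vehicle for no effect and reference inhibitor for full effect; nearly all actives have a fitted effect of over 55% in size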
#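 APE1 at 0.75 nM final was preincubated with compound 15 min at room temperature, then 50 nM double-stranded THF abasic-site substrate (5'-TAMRA/3'-BHQ-2) was added. Fluorescence (ex 525/em 598 nm) was read kinetically; third-minus-first read gave activity.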
# BAZ2B block: BAZ2B (human) inhibition. Q9UIF8. AlphaScreen BAZ2B-H3K14Ac peptide displacement. Potency, µM (top dose mostly 114 µM), without a hit: at the highest dose activity change, negative = inhibition, actives largely listed as inhibitors. 360,000 compounds, 4.4% hits. AID 504333; further: on the % scale 0 is the no-effect control and ±100 the full control effect; nearly all actives have a fitted effect of over 60% in size
#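 BAZ2B 50 nM plus b-H3(5-23)K14Ac 50 nM, PBS pH 7.4/0.01% Tween-20, 30 min RT; compound added (max 110 uM), 30 min RT; streptavidin donor/Ni-chelate acceptor beads 10 ug/mL final, 20 min dark; AlphaScreen read.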
# BLM inh: inhibitors of human Bloom syndrome helicase BLM; AID 2528; 350,000 compounds, 0.2% hits; Potency, µM (titrated, usually from 56.1 µM), without a hit: top-dose activity change, negative = inhibition, actives largely listed as inhibitors; P54132; recombinant BLM DNA unwinding, fluorescence dequenching;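 further: plate controls were vehicle for no effect and no enzyme for full effect; nearly all actives have a fitted effect of over 35% in size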
# Pol eta inh: blocks human DNA polymerase eta activity. AID 588591. 390,000 compounds, 1.2% hits. Potency, µM (series often up to 114 µM), for inactives: at the highest dose activity change, negative = inhibition, usual class: inhibitors. recombinant Pol eta, fluorescent DNA replication assay. Q9Y253; further: on the % scale 0 is the no-effect control and ±100 the full control effect
#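 Pol eta (10 nM) was preincubated with compounds for 15 min at room temperature, after which fluorescent replication substrate (50 nM final) was added to start the reaction. Fluorescence was read kinetically at 0 and 10 min.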
# * = called active by the depositor; ? = inconclusive; . = not tested or not shown; & = joins results of further samples; ! = repeats disagree; [ ] = remark or other dose. The call rests on the fitted dose curve; in most records, active means well fitted curve in the direction sought with a large enough effect; inconclusive means small, poorly fitted or top-dose-only effect, or another doubt; inactive means no such curve, though single readings can be large; an effect the other way counts as inactive or inconclusive. Potency means the concentration at half of the fitted maximal effect. These rows are one share of the data (hit frequency here may not be typical).
# Sample of the layout, two compounds:
SMILES,Anesthetic bind,Pol iota inh,POLB inh,Pol kappa inh,G9a inh,APEX1 inh,BAZ2B block,BLM inh,Pol eta inh
Cc1ccccc1CSCCNC(=O)CSCc1ccc([N+](=O)[O-])cc1,?,-2.2%,16.1%,-5.9%,0.9%,-3.0%,?,-7.5%,-13.8%
C(=N\c1nccs1)/c1c[nH]c2ccccc12,-9.4%,23.8%,50.9%,1.1%,?,16.0%,?,-6.1%,-10.5%

# The listing (from the top)
SMILES,Anesthetic bind,Pol iota inh,POLB inh,Pol kappa inh,G9a inh,APEX1 inh,BAZ2B block,BLM inh,Pol eta inh
Cc1ccccc1CSCCNC(=O)CSCc1ccc([N+](=O)[O-])cc1,?,-2.2%,16.1%,-5.9%,0.9%,-3.0%,?,-7.5%,-13.8%
C(=N\c1nccs1)/c1c[nH]c2ccccc12,-9.4%,23.8%,50.9%,1.1%,?,16.0%,?,-6.1%,-10.5%
CCN1C(=NCc2cc(OC)c(OC)c(OC)c2)N[C@@H](c2ccccc2)[C@H](C(=O)OC)[C@H]1C,-5.2%&-8.2%,.,28.9%&0.7%,.,?,-9.9%&25.7%,-2.7%,1.6%&6.7%,.
N#CC(C#N)=Cc1ccc(NC(=O)c2ccc(Br)cc2)cc1,-8.6%,?,0.8%,-14.9%,16.5%[12.7 µM],-4.9%,-13.2%,-12.3%,-2.8%
COc1ccc(/C=C/C(=O)NC(=S)NNC(=O)c2ccco2)cc1OC,-10.7%,15.3%,10.9%,3.0%,35.5µM*,4.1%,3.1%,-2.9%,0.9%
C=CCN=C1S/C(=C\c2ccc(N(C)C)cc2)C(=O)N1CC=C,-13.0%,-8.1%,0.5%,5.6%,.,21.3%,-36.1%,-5.6%,-21.1%
COc1ccc(Cl)cc1S(=O)(=O)N1CCN(C(=O)c2cc(-c3ccc(Br)cc3)n[nH]2)CC1,-12.8%,10.8%,-1.3%,-0.8%,2.4%[59 µM],.,-13.5%,-10.7%,-8.1%
COc1ccc(C)cc1NC(=O)c1cc2c(=O)n(Cc3cccnc3)ccc2nc1C,-2.2%,5.4%,?,14.8%,-1.7%[59 µM],.,-16.5%,0.0%,-6.3%
Cn1c(/C=C/c2ccccc2)nc2ccccc21,-4.4%,1.9%,-11.1%,0.3%,4.7%,2.1%,13.9%,0.2%,-9.0%
O=[N+]([O-])c1cccc(N/N=C/c2cccc(O)c2O)c1,?,104.6%[activator],?,-26.7%,22.4µM*,-10.4%,?,-8.8%,?

# Part of the list above in order of molecular weight, rising.
SMILES,Anesthetic bind,Pol iota inh,POLB inh,Pol kappa inh,G9a inh,APEX1 inh,BAZ2B block,BLM inh,Pol eta inh
C(=N\c1nccs1)/c1c[nH]c2ccccc12,-9.4%,23.8%,50.9%,1.1%,?,16.0%,?,-6.1%,-10.5%
Cc1ccccc1CSCCNC(=O)CSCc1ccc([N+](=O)[O-])cc1,?,-2.2%,16.1%,-5.9%,0.9%,-3.0%,?,-7.5%,-13.8%
CCN1C(=NCc2cc(OC)c(OC)c(OC)c2)N[C@@H](c2ccccc2)[C@H](C(=O)OC)[C@H]1C,-5.2%&-8.2%,.,28.9%&0.7%,.,?,-9.9%&25.7%,-2.7%,1.6%&6.7%,.

# More compounds:
SMILES,Anesthetic bind,Pol iota inh,POLB inh,Pol kappa inh,G9a inh,APEX1 inh,BAZ2B block,BLM inh,Pol eta inh
c1ccc(-c2ccccc2-n2cnnn2)cc1,-10.3%,16.7%,28.7%,-16.7%,-2.4%,14.1%,-2.7%,-3.0%,-16.0%
Nc1c(C(=O)c2ccccc2)oc2ccc([N+](=O)[O-])cc12,-8.7%,-7.6%,20.2%,-8.3%,.,6.0%,-30.6%,-0.8%,-8.0%
O=C(COC(=O)c1c(Cl)cccc1Cl)Nc1cccc(S(=O)(=O)NC2=NCCCCC2)c1,.,18.2%,.,-4.3%,-0.1%[12.7 µM],-13.3%,5.9%,.,-26.0%
CCN(Cc1ccccc1)C(=O)c1cccc(S(=O)(=O)N2CCN(c3ccccc3)CC2)c1,.,-7.1%,.,-14.4%,?,-2.5%,-32.0%,.,-11.6%
Cc1ccc(S(=O)(=O)NCc2ccccc2)cc1,?,3.9%&3.4%,13.1%,3.0%,-1.0%[0.501 µM],-7.0%&-7.7%,25.1%,0.0%&-3.3%,-0.4%
CC(C(=O)NC(N)=O)N1C(=O)NC(c2ccccc2)(c2ccccc2)C1=O (stereo not drawn),-9.1%,-15.9%,4.8%,6.8%,5.9%,19.4%,0.4%,-2.0%,-12.8%
N#C/C=C1\Sc2ccccc2C(=O)N1CC(=O)N1CCN(S(=O)(=O)c2ccccc2)CC1,-11.1%,16.3%,4.8%,-15.2%,70.8µM*,0.5%,17.1%,0.9%,-17.6%
O=C(Cn1c2[n+](c3ccccc31)CC(O)CS2)c1ccccc1 (stereo not drawn),-5.7%,123.4%[activator],2.5%,-5.2%,?,4.9%,-13.8%,2.9%,-14.8%
O=C(O)c1ccccc1N/N=C/c1c(Sc2nnnn2-c2ccccc2)nc2ccccn2c1=O,-5.7%,-38.3%,?,-33.4%,39.8µM*,35.5µM*,44.7µM*,-21.6%,?
O=C(CN1C(=O)C2(SCC(=O)N2c2cccc(Cl)c2)c2ccccc21)NCCc1ccccc1 (stereo not drawn),54.9%[activator],-13.5%,-22.6%,-11.5%,-21.1%[59 µM],.,5.1%[57.1 µM],-3.0%,-9.1%
COC(=O)[C@@]1(C)CCC[C@@]2(C)c3ccc(O)c(C(C)C)c3CCC21 (stereo partly drawn),?,.,.,?,-38.5%[2.33 µM],-3.6%,.,-12.9%,.
COc1ccc(CC(=O)OCC(=O)Nc2ccc3c(c2)OCO3)cc1OC,-9.2%,?,-9.5%,-7.8%,-16.2%,-7.4%,-27.6%,-2.7%,-11.1%
COc1ccccc1C(=O)NNC1=NS(=O)(=O)c2ccccc21,-6.0%,63.8%[activator],0.2%,-0.7%,6.7%[0.501 µM],4.5%,2.3%,-2.7%,5.6%
COC(=O)c1cc(-c2ccc(OC)cc2)n[nH]1,-10.0%,54.7%[activator],0.9%,-4.7%,?,4.3%,-16.0%,-1.4%,-14.9%
O=C1N(c2ccc(Cl)cc2)C(c2ccccc2)N2CCCN12 (stereo not drawn),34.5%[activator],-9.4%,1.9%,-1.2%,5.5%,0.2%,-3.9%,-10.0%,-16.7%
COc1cc2nc(CN3CCN(c4ncc(C(F)(F)F)cc4Cl)CC3)[nH]c(=O)c2cc1OC,-6.2%,.,44.0%,.,7.6%[2.33 µM],3.3%,-4.3%,0.3%,.
O=C(C(Cl)Cl)N1CCN(c2ccccn2)CC1,-8.1%,1.9%,1.0%,0.0%,7.5%[59 µM],0.2%,5.9%,-0.4%,-4.9%
Cn1c(=O)c(C(=O)NCCc2ccccc2)c(O)c2ccccc21,-15.2%,-15.6%,-10.0%,5.5%,?,22.6%,35.4%[activator],-10.6%,-6.5%
S=P(N1CC1)(N1CC1)N1CC1,-1.7%,30.8%[activator],.,0.0%,7.94µM*!,-4.0%&0.6%,22.7%,3.3%&-6.3%,-21.0%
CCC(C)[C@H](NC(=O)NCc1ccc(F)cc1)C(=O)O (stereo partly drawn),-1.9%,7.9%,9.4%,-4.3%,.,19.8%,-0.1%,-1.9%,-18.6%
COc1cccc(OCC(=O)NC2CCS(=O)(=O)C2)c1 (stereo not drawn),.,15.9%,.,-9.4%,-24.2%,10.4%,19.1%,.,-3.7%
COc1cccc(N2CC(C(=O)Nc3c(C)cccc3C)CC2=O)c1 (stereo not drawn),-2.2%,1.8%,0.0%,3.5%,5.2%[59 µM],1.8%,5.1%,5.8%,-10.0%
O=C(O)c1ccc(OCc2ccc(C(=O)O)o2)cc1,2.3%,8.6%,?,-6.6%,?,-16.8%,-16.1%,-3.5%,31.6µM*
NC(=O)C1(C(N)=O)OC1c1ccccc1 (stereo not drawn),2.0%,14.5%,0.5%,-11.8%,14.4%,-2.3%,-11.0%,3.5%,-14.1%
COc1ccc(-c2cccc(CCC(=O)N3CCN(c4cc(C)ccc4C)CC3)c2)cc1,.,14.4%,.,-19.0%,.,-17.9%,.,.,-18.1%
CCCCOC(=O)Nc1cc(C(=O)OC)ccc1C(=O)OC,-2.8%,22.0%,-2.9%,-5.6%[60.1 µM],109.8%[activator][59 µM],-0.5%,150.0%[activator],-13.0%,-13.1%
Cc1ccc(-c2nnn(CC(=O)N3CCN(c4nc5ccccc5s4)CC3)n2)cc1,-7.5%,?,6.8%,-8.7%,5.6%,-1.8%,-1.4%,-0.4%,-13.7%
Cc1cccc(NCc2ccccc2O)c1C,?,7.5%,-0.9%,-0.4%,?,-0.3%,-37.4%,-7.7%,-14.1%
CC(=O)Nc1ccc(/C=N/N2CCCCC2)cc1,-4.1%,19.6%,-17.0%,-2.2%,2.6%,-4.6%,?,-6.5%,7.5%
CC1CCCN(CC(O)COc2ccc(Cl)cc2)C1 (stereo not drawn),-10.4%,-26.0%,28.3%,-11.7%,9.3%[2.33 µM],-0.2%,1.0%,3.9%,12.0%
O=C(NC1CCCC1)c1ccc(COc2ccccc2Br)o1,?,-8.1%,25.1%,-22.8%,60.3%[activator],25.2%,0.0%,-6.6%,-1.8%
COC(=O)c1oc2ccccc2c1NC(=O)c1ccccc1O,-1.9%,101.8%[activator],11.2%,-5.3%,-28.6%,-0.9%,-3.5%,7.9%,12.3%
O=C1C2C(C(=O)N1Cc1ccco1)C1C=CC2C12CC2 (stereo not drawn),?,-3.2%,10.5%,17.3%,-0.9%[12.7 µM],-3.3%,-1.8%,-9.1%,-10.3%
Cc1ccccc1C1C(C#N)=C2N=C(N)c3c(sc4c3CCCCC4)N2C2=C1C(=O)CCC2 (stereo not drawn),?,-3.7%,6.5%,-20.8%,?,-2.9%,44.7µM*,-10.0%,0.8%
